PREPL inh = PREPL enzyme inhibitors, primary screen, biochemical, fluorescence polarization | inhibition, % at 5.96 µM | AID 2751, 2010 | recombinant PREPL, fluorescence polarization activity-based probe | 320,000 tested, 0.68% active; in the data active = inhibition above about 43%;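 also: 0% = enzyme with DMSO and 100% = wells lacking enzyme; many of its hits are not listed in these tables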
LYPLA2 inh = LYPLA2 inhibitors, primary screen, counter-screen for PME1 inhibitor project, biochemical, fluorescence polarization, FP-Rh probe ABPP; 320,000 tested, 0.38% active; Acyl-protein thioesterase 2 (Homo sapiens), O95372; recombinant LYPLA2; inhibition, % at 5.9 µM; AID 2177, 2009;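 active = inhibition above the screen-wide mean plus 3 SD, limit set per campaign, cut at about 26% in these data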;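 also: 0% = LYPLA2 with DMSO and 100% = wells lacking LYPLA2 enzyme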
Target sequence (O95372 whole entry, looked up): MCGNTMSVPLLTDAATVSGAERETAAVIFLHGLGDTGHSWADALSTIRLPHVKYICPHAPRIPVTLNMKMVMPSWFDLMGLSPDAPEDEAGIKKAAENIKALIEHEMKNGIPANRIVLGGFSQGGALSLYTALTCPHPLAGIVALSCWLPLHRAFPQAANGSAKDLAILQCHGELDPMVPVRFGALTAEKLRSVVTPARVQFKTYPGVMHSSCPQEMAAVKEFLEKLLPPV
PP5 inh = PP5 phosphatase inhibitors, primary screen, biochemical, fluorescence | purified PP5c, OMFP substrate fluorescence | Serine/threonine-protein phosphatase 5 (Homo sapiens), P53041 | inhibition, % at 6.7 µM | AID 1987, 2009 | 320,000 tested, 0.18% active;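 active = inhibition above the campaign's mean inhibition across all tested compounds plus 3 SD, cut at about 9.5% in these data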;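 also: 0% = DMSO only and 100% = 100 µM cantharidin control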
TPT1 inh = Candida albicans TPT1 enzyme inhibitors, primary screen, biochemical, fluorescence polarization; tRNA 2'-phosphotransferase TPT1 (Candida albicans SC5314); recombinant caTPT1, FP RNA substrate dephosphorylation; inhibition, % at 5 µM; 300,000 tested, 0.81% active; AID 1962, 2009;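 active = inhibition above the mean of all tested compounds plus 3 SD, set per screening campaign, cut at about 24% in these data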;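 also: plate controls were DMSO alone for no effect and ferristatin control at 100 nM for full effect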
Fh CTSL1 inh = Fasciola hepatica cathepsin L1 inhibitors, primary screen, counter-screen for PFM18AAP inhibitor project, biochemical, QFRET, fluorogenic peptide substrate; 300,000 tested, 0.49% active; inhibition, % at 5.96 µM; recombinant F. hepatica cathepsin L1, Z-Leu-Arg-MCA fluorescence;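 active = inhibition above the mean of all tested compounds plus 3 SD, set per screening campaign, cut at about 17% in these data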;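 also: 0% = plate median of test compound wells and 100% = 1 µM Z-Phe-Ala-diazomethylketone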
PP1 counter = PP1-alpha phosphatase inhibitors, primary screen, counter-screen for PP5 inhibitor project, biochemical, fluorescence, OMFP substrate, single point; Serine/threonine-protein phosphatase PP1-alpha catalytic subunit (Homo sapiens), P62136; purified PP1alpha; inhibition, % at 6.7 µM; 320,000 tested, 0.9% active; AID 2235, 2010;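 active = inhibition above the mean inhibition of all tested compounds plus 3 SD, computed separately for each screening campaign, cut at about 15% in these data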
Target sequence (P62136 whole entry, looked up): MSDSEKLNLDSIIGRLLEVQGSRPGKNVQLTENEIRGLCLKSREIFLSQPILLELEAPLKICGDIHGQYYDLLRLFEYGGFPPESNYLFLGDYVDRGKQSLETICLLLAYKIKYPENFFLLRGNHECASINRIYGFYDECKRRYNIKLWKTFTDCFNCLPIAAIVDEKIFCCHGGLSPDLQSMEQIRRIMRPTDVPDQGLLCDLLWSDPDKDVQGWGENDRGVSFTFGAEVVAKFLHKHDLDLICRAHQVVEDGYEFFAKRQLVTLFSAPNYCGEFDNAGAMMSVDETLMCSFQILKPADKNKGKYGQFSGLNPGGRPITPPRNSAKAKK
GASC-1 inh = inhibitors of GASC-1 histone demethylase, primary screen, biochemical, fluorescence, DELFIA europium; Lysine-specific demethylase 4C (Homo sapiens), Q9H3R0; GST-JMJD2C(1-420) H3K9me3 demethylation; inhibition, % at 2.35 µM; 330,000 tested, 0.069% active; AID 2099, 2009;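 active = more than half of a compound's replicate wells show inhibition beyond 50%, single wells judged on their own value; inconclusive = some, but no more than half, of replicates pass 50% inhibition; inactive = no replicate passes 50% inhibition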;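 also: signal counts dimethyl H3K9 product captured on neutravidin plate; 0% = median of DMSO wells and 100% = 0.3 times that DMSO median; strong numbers were not always called active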
Target sequence (Q9H3R0 1-420 limits assumed): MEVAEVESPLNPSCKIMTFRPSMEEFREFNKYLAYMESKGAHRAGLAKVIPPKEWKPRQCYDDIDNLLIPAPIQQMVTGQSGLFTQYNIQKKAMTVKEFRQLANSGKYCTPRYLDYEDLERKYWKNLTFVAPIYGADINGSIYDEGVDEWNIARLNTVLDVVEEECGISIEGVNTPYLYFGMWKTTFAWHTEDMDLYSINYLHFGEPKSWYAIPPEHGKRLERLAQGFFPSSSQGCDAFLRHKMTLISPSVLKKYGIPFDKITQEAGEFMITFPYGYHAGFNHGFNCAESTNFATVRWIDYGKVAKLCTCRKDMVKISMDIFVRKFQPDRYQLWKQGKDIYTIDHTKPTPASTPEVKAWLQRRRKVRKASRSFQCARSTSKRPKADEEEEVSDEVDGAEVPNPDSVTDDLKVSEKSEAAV
core dimer inh = inhibitors of HCV core protein dimerization, primary screen, biochemical, TR-FRET, high-throughput. TR-FRET GST/Flag-core106 dimerization, 1536-well. inhibition, % at 5 µM. 300,000 tested, 0.33% active;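 active = inhibition above the mean of all tested compounds plus 3 SD, set per screening campaign, cut at about 45% in these data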
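System: GST/Flag-tagged HCV core106 proteins. Incubation: compound-protein-antibody incubation 4 h at 22.5 °C. Technique: HTRF with 340 nm excitation, 617/671 nm emission. Medium: KF-containing HEPES buffer, pH 7.45, DTT, CHAPS, BSA. Read-out: inhibition (%) from 671 over 617 nm ratio. Also added: Eu(K)-anti-GST 90 ng/mL plus XL665-anti-Flag 1 µg/mL.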
Efflux pump inh = inhibitors of Candida efflux pumps in yeast, primary screen, S. cerevisiae, Nile Red, multiplex | S. cerevisiae Candida pump triplex | inhibition, % at 10 µM | 330,000 tested, 0.44% active | AID 485275, 2010;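 active = plate passing quality check with inhibition over a set limit, or well fluorescence over plate mean plus 4 SD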;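 also: Nile Red retained in pooled yeast measured as flow cytometry median fluorescence; 0% = buffer negative control and 100% = Enniatin B positive control; higher means more Nile Red kept so more efflux inhibition; some compounds called inactive have numbers as strong as hits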
An asterisk follows results filed as active; i = inactive; ? = inconclusive; · = not tested or not shown; & = joins results of further samples. A portion of the library, so the mix of outcomes need not match the whole.

SMILES	PREPL inh	LYPLA2 inh	PP5 inh	TPT1 inh	Fh CTSL1 inh	PP1 counter	GASC-1 inh	core dimer inh	Efflux pump inh
CC1=Nc2ccc(Br)cc2C(c2ccccc2)N1CC(=O)NN (stereo not given)	31.9	0.5	0.5	-0.6	0.7	5.3	-19.6	-4.3	0.1
CCCCn1c(SCC(=O)Nc2nnc(C(C)C)s2)nc2c1c(=O)n(C)c(=O)n2C	9.6	-1.6	-0.6	0.3	-0.4	-0.4	-21.3&-9.1	1.7	-0.2
CC1CC(C)CN(CCCNC(=O)CCNC(=O)Cn2cnc3ccccc3c2=O)C1 (stereo not given)	1.8	-2.3	-1.1	-5.4	4.1	0.8	4.6	0.7	-0.1
Oc1ccc(-c2nccc(-c3ccc(Cl)cc3Cl)n2)cc1	11.5	-13.1	2.6	4.6	0.1	2.8	1.1	3.3	0.0
CCC(C)Nc1nc(-c2ccccn2)nc2ccccc12 (stereo not given)	41.9	-3.0	1.8	1.6	4.2	9.0	-8.8	-4.3	0.9
NC(=O)c1cnn2c1NC(c1ccc(F)cc1)CC2C(F)(F)F (stereo not given)	10.4	5.8	0.0	-1.2	-3.0	-0.3	-36.7	-5.8	0.0
O=C(Cn1cc(C(F)(F)F)ccc1=O)N/N=C/c1cccc(Cl)c1Cl	34.7	0.2	2.4	-3.5	3.5	-3.4	5.8	-9.5	-0.1
NC(=O)c1nc(-c2cccs2)nc2c1[nH]c(=O)n2-c1ccc(F)cc1	8.9	3.5	3.2	-4.4	-10.7	-0.3	-10.2	12.4	0.3
C=C(C)c1cccc(C(C)(C)NC(=O)N2CC(C)OC(C)C2)c1 (stereo not given)	1.3	4.9	0.9	-6.0	-4.5	-4.8	4.5	-3.1	0.0
COc1ccc(-n2nc(C(=O)NCC(=O)N(C)Cc3ccccc3)c3ccccc3c2=O)c(OC)c1	-6.7	-2.1	0.7	-2.1	-4.0	-0.7	-0.8	-0.4	0.3
CCOC(=O)/C=c1\s/c(=C\c2ccccc2OC)c(=O)n1CC(=O)N1CCOCC1	-19.3	2.6	2.1	1.2	-1.2	-3.4	·	9.5	0.2
Cc1ccc(CNS(=O)(=O)CCNC(=O)c2ccccc2)cc1	-5.7	5.2	-1.5	-1.6	0.3	-5.9	-27.4	-31.2	0.0
Cc1ccc(S(=O)(=O)N(C)c2cc(S(=O)(=O)N3CCOCC3)c(C)cc2C)cc1	4.6	3.8	0.0	-1.2	-1.9	-2.9	17.2	10.4	-0.1
CC1=NN2C(=N)/C(=C\c3cc(C)n(Cc4ccccc4)c3C)C(=O)N=C2S1	3.2	0.9	-0.7	4.2	3.9	-0.2	i	8.3	0.2
CC1=CS(=O)(=O)CC1Sc1nc2ccccc2[nH]1 (stereo not given)	4.5	9.1	2.2	-3.7	-2.4	0.6	-6.9	-5.5	-0.3
NC(=O)N/N=C/C=C/c1ccc(F)cc1	0.4	2.9	0.4	0.4	0.1	-1.6	-46.5	-2.4	0.3
COc1ccccc1NC(=S)NNC(=O)c1ccc(Cl)cc1Cl	8.9	5.4	2.7	-5.1	1.2	-2.2	-3.6	3.3	-0.1
COC(=O)c1nnn(CC(=O)Nc2cccc(OC)c2)c1C(=O)OC	-12.2	2.0	1.0	1.3	-0.1	-3.0	?	1.5	-0.1
CC(=O)NCCSCCNC(C)=O	-6.0	0.2	3.1	0.3	-1.2	-7.5	4.7	-2.0	0.1
c1ccc(C2Nc3ccccc3Oc3ccccc32)cc1 (stereo not given)	-4.8	3.8	6.0	-9.5	-0.3	7.4	13.7	-1.5	-0.1
CCC(=O)N1CCN(c2ccc(NC(=O)COc3ccc(CC)cc3)cc2)CC1	44.7*	3.9	0.5	5.0	2.1	1.9	-14.4	-4.1	0.1
c1ccc(CCNc2ncnc3c2nnn3Cc2ccccc2)cc1	0.6	-1.1	-3.5	0.2	0.3	-1.2	-2.4	0.7	-0.1
CC1CCc2cc(F)ccc2N1C(=O)c1cc2nc(-c3ccco3)cc(C(F)(F)F)n2n1 (stereo not given)	5.5	0.9	2.8	1.6	0.7	0.4	-4.9	14.9	0.0
CCOc1ccc(-c2cccc(NC(=O)c3cccs3)c2)nn1	9.8	-7.5	-0.8	-1.7	-0.2	-3.6	13.5	1.4	-0.1
CCOc1ccccc1N(CC(=O)N1CCCCCC1)S(C)(=O)=O	1.2	1.3	1.6	-1.8	-3.1	-1.5	23.4	-2.5	0.2
SMILES	PREPL inh	LYPLA2 inh	PP5 inh	TPT1 inh	Fh CTSL1 inh	PP1 counter	GASC-1 inh	core dimer inh	Efflux pump inh
COc1ccc(NC(=O)CN(C)C(=O)/C=C/c2cn(-c3ccccc3)nc2-c2ccc(F)cc2)cc1	-14.4	-52.6	3.5	-0.4	1.3	-9.9	0.7	4.2	0.0
Cc1nc(CCNC(=O)CC2C(=O)NCCN2Cc2ccccc2)sc1C (stereo not given)	13.5	0.7	-0.6	-5.3	-0.1	0.2	13.5	1.0	0.0
O=C1NN(c2ccc(F)c(Cl)c2)C(=O)/C1=C\c1cccc(OC(=O)c2cccs2)c1	31.1	9.1	2.2	1.5	-4.2	15.3*	-6.0	18.1	-0.1
O=C(O)c1c2c(nc3ccc(S(=O)(=O)N4CCC(C(=O)NC5CCCCCC5)CC4)cc13)CCCC2	5.1	-3.0	-4.8	-0.8	5.0	-4.7	0.7	22.6	-0.1
COc1ccc(-c2nn(-c3ccccc3)cc2/C=C/C(=O)OCC(=O)Nc2ccccc2C#N)cc1	-1.8	0.5	-1.9	3.9	-17.4	-3.1	1.7	3.9	-0.2
O=C(/C=C/c1cccc(F)c1)Nc1cc(S(=O)(=O)N2CCOCC2)ccc1N1CCCC1	3.3	-0.4	4.6	-0.8	1.9	-0.8	-4.5	1.8	0.3
COc1cccc(C(=O)NCC(c2ccco2)N2CCc3ccccc3C2)c1 (stereo not given)	-21.5	10.0	2.8	0.9	0.8	-2.3	-20.9	-2.0	0.0
COC(CNC(=O)C(=O)NCC1OCCN1S(=O)(=O)c1ccccc1)OC (stereo not given)	9.7	0.7	0.5	-2.5	1.6	1.9	0.9	-7.4	-1.9
Cc1nn(-c2ccc(C(=O)NCC(c3ccco3)N3CCCC3)cc2)c(C)c1Cl (stereo not given)	0.1	12.6	2.6	·	·	-3.2	·	·	0.1
CCN1CCN(Cc2c(C)[nH]c3ccc(C(=O)OC)cc3c2=O)CC1	-14.9	2.1	0.4	-2.5	-0.9	-2.8	-8.8	-4.4	-0.2
CC(=O)C(Sc1ccc2nnc(-c3ccc(C)cc3)n2n1)C(C)=O	2.4	-2.7	1.9	-1.0	-0.6	-0.1	0.2	-3.5	0.0
COc1ccc(S(=O)(=O)CCC(=O)NC2CCCCC2)cc1	0.5	-1.6	2.8	0.2	-3.1	0.7	1.4	-0.1	0.0
COc1ccccc1NC(=O)CSc1nc2nc(C)cc(C)c2c(=O)[nH]1	0.6	1.5	0.5	-4.5	-4.4	0.9	6.5	-5.1	-0.1
O=C(NCc1cccnc1)C(=O)c1c[nH]c2ccccc12	-6.8	7.9	-0.2	-4.9	1.5	-5.5	-0.3	3.5	-0.2
c1ccc(-c2nc3nc4ccccc4nc3n2Cc2ccco2)cc1	9.1	-5.5	0.3	3.9	14.6	-5.0	2.2	3.8	0.1
CCn1c(SCC(=O)N=Nc2c(O)[nH]c3ccccc23)nnc1-c1ccc(C(C)(C)C)cc1	6.5	1.5	-1.4	3.0	2.5	-3.7	-5.1	7.1	-0.1
Cc1ccc(C)c(NC(=O)COC(=O)CNC(=O)C2CCCCC2)c1	-1.3	5.3	2.8	·	·	-4.1	-5.6	·	-0.2
Cc1ncc([N+](=O)[O-])n1Cc1ccc(F)cc1	3.3	-2.8	2.0	-0.7	-1.2	-0.6	5.9	8.8	0.2
O=c1c2c(-c3cccs3)csc2[nH]c(=S)n1-c1ccccc1	-7.6	9.7	-2.3	1.1	1.2	-3.9	-2.8	9.2	-0.1
COc1ccc(Cc2c[nH]c(=O)[nH]c2=O)cc1	-8.6	1.5	0.8	0.2	-1.5	-1.5	6.0	-2.1	-0.3
O=c1cc(O)sc2ccccc12	-5.8	-5.3	1.9	0.0	-0.5	3.4	8.8	-5.9	0.1
CC(C)OP(=O)(Nc1cccc2ccccc12)OC(C)C	0.9	1.2	0.1	-3.2	2.1	-3.5	6.1	-0.3	-0.1
CC1Cc2ccccc2N1CC(=O)Nc1ccc2c(c1)OCCCO2 (stereo not given)	13.0	-1.4	-1.4	·	·	-0.4	9.1	·	0.5

Given as a markdown table: entries from further up.
| canonical_smiles | PREPL inh | LYPLA2 inh | PP5 inh | TPT1 inh | Fh CTSL1 inh | PP1 counter | GASC-1 inh | core dimer inh | Efflux pump inh |
| --- | --- | --- | --- | --- | --- | --- | --- | --- | --- |
| COC(CNC(=O)C(=O)NCC1OCCN1S(=O)(=O)c1ccccc1)OC (stereo not given) | 9.7 | 0.7 | 0.5 | -2.5 | 1.6 | 1.9 | 0.9 | -7.4 | -1.9 |
| Cc1nn(-c2ccc(C(=O)NCC(c3ccco3)N3CCCC3)cc2)c(C)c1Cl (stereo not given) | 0.1 | 12.6 | 2.6 | · | · | -3.2 | · | · | 0.1 |
| CCN1CCN(Cc2c(C)[nH]c3ccc(C(=O)OC)cc3c2=O)CC1 | -14.9 | 2.1 | 0.4 | -2.5 | -0.9 | -2.8 | -8.8 | -4.4 | -0.2 |
| CC(=O)C(Sc1ccc2nnc(-c3ccc(C)cc3)n2n1)C(C)=O | 2.4 | -2.7 | 1.9 | -1.0 | -0.6 | -0.1 | 0.2 | -3.5 | 0.0 |
| COc1ccc(S(=O)(=O)CCC(=O)NC2CCCCC2)cc1 | 0.5 | -1.6 | 2.8 | 0.2 | -3.1 | 0.7 | 1.4 | -0.1 | 0.0 |
| COc1ccccc1NC(=O)CSc1nc2nc(C)cc(C)c2c(=O)[nH]1 | 0.6 | 1.5 | 0.5 | -4.5 | -4.4 | 0.9 | 6.5 | -5.1 | -0.1 |
